Screens (PubChem)
XiGFP reactiv – reactivates the inactive X chromosome in mouse fibroblasts; AID 743238; 360,000 compounds, 0.055% hits; activation, % at 7.58 µM; XiGFP mouse fibroblasts, % GFP-positive cells imaging, 3 d; cells co-treated with 5-aza-dC sensitizer; scaled so ellipticine positive control = 100%;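 active = mean normalized replicate activation at least 10% and every replicate at or above 10%; inconclusive = only one of the two criteria met; inactive = mean below 10% and not all replicates reach 10%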;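 note: 0% = median of on-plate neutral control wells and 100% = ellipticine 6 µM median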
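material = 68-5-11 XiGFP fibroblast line | medium = DMEM plus 5-aza-dC sensitizer | schedule = 3 days compound exposure | benchmarks = positive control ellipticine, 6 µM final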
RAD52 anneal inh – blocks human RAD52 DNA annealing; P43351; inhibition, % at 18.7 µM; 360,000 compounds, 0.46% hits; recombinant RAD52 DNA annealing, FRET fluorescence;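 active = every replicate showing at least 50% inhibition; inconclusive = mean inhibition at least 50% but not in every replicate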
esBAF inh – blocks esBAF chromatin remodeling in mouse ES cells; Bmi1-luciferase knock-in reporter, 24 h; 100% = twice the neutral-well signal; reporter increase, % at 12.5 µM; 350,000 compounds, 2% hits; in the data active = activation above about 40%; inconclusive = no clear call, values can overlap the other calls;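 note: 0% = median of the plate's neutral control wells and 100% = double that signal; a rise in the Bmi1 reporter signal indicates esBAF inhibition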
F508del corr – CFTR F508del correction in bronchial cells. activity (quench increase), % at 7.58 µM. 350,000 compounds, 0.36% hits. AID 720511. CFBE cells, YFP halide quenching; stimulated with forskolin plus potentiator P3; % fluorescence drop versus neutral controls;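 active = mean added fluorescence quench of at least 8% versus neutral control, with both replicates also reaching 8%; inconclusive = only one of the mean or replicate conditions met; inactive = mean below 8% and not both replicates reaching 8%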;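 note: cells transiently co-express mutant CFTR-F508del with the halide-sensitive YFP; corrector assay measuring rescue of mutant channel to the surface after 24 h compound exposure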
GSIS activator – GLuc luminescence reporter in INS-1E cells, primary screen for activators of glucose-dependent secretion of insulin; AID 743287; activation, % at 16.6 µM; 370,000 compounds, 0.61% hits; INS-1E GLuc reporter insulin secretion, 2-3 h;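 active = lowest replicate activation of at least 40%, so every replicate reaches that level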;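 note: 0% = median of neutral control wells and 100% = median of IBMX positive control wells; some compounds called inactive have numbers as strong as hits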
ERAP1 HTS inh – blocks human ERAP1 aminopeptidase activity. Q9NZ08. recombinant ERAP1, Leu-AMC fluorescence, 60 min. inhibition, % at 10.7 µM. 340,000 compounds, 0.15% hits;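 active = mean replicate inhibition of at least 30%, or all replicates individually reaching that 30% level; inactive = mean below 30% and not every replicate reaching it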;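 note: 0% = neutral control wells and 100% = L-leucinethiol positive control wells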
Target sequence (Q9NZ08 whole entry, looked up): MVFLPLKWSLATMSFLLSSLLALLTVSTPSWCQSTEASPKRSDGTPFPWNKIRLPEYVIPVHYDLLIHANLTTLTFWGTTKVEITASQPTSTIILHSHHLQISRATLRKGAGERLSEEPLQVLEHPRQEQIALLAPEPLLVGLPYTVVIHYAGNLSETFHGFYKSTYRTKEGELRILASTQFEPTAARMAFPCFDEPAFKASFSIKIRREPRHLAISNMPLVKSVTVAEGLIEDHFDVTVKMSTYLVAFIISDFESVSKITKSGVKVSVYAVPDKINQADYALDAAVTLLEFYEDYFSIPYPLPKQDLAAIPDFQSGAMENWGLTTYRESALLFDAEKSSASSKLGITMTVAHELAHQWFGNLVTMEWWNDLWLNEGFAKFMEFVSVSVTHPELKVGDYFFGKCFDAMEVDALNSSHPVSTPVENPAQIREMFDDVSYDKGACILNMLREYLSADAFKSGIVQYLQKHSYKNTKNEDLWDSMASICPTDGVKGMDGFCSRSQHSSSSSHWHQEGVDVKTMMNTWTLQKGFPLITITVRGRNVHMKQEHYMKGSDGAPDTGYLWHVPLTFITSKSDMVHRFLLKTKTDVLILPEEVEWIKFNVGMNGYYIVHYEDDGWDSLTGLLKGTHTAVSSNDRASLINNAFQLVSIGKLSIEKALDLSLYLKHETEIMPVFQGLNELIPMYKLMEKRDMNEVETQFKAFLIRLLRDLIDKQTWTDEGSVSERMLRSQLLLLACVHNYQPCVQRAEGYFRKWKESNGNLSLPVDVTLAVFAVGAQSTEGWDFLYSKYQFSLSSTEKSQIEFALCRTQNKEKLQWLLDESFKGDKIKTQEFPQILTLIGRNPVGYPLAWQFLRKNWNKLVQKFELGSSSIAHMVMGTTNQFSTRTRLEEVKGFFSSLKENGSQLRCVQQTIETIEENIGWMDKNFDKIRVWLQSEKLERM
RAD54 inh – blocks human RAD54 Holliday junction branch migration; FAM/BHQ fluorescence; AID 602329; 360,000 compounds, 0.14% hits; inhibition, % at 10.4 µM; Q92698;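 active = mean normalized replicate activity at least 40 and at least half of replicates scoring 40 or more; inconclusive = only one of the two criteria met; inactive = mean below 40 and under half of replicates reaching 40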;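 note: 0% = median of neutral control wells and 100% = median of positive control wells; inhibitors cause a drop in the FAM fluorescence signal; in these data hits start at about 50%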
ARNT TACC3 PPI – disrupts binding between human ARNT and TACC3; 390,000 compounds, 0.66% hits; inhibition, % at 9.99 µM; AID 623870; AlphaScreen His-ARNT PAS-B/GST-TACC3 binding, luminescence; TACC3 fragment carries E629A point mutation;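 active = mean inhibition of replicates at least 50% and at least half of replicates each reaching 50%; inconclusive = half or more replicates reach 50% but mean below 50%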;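 note: 0% = complete ARNT plus TACC3 wells and 100% = ARNT alone without TACC3; many hits fall short of the cut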
An asterisk follows results filed as active; ? = inconclusive; / = no result given; & = joins results of further samples.

The opening two records, ahead of the listing:
canonical_smiles,XiGFP reactiv,RAD52 anneal inh,esBAF inh,F508del corr,GSIS activator,ERAP1 HTS inh,RAD54 inh,ARNT TACC3 PPI
CC(C)CC#Cc1ccc([C@@H]2[C@@H](CO)N3C(=O)CN(C(=O)NC4CCCC4)C[C@@H]23)cc1,-0.1,1,/,0.3,0,0,/,/
CC(C)(C)c1ccc(C(=O)Nc2cccc(S(=O)(=O)NC3=NCCC3)c2)cc1,0.1,-6,-11,2.4,-26,2,-9,5

The whole of this part, from the start:
canonical_smiles,XiGFP reactiv,RAD52 anneal inh,esBAF inh,F508del corr,GSIS activator,ERAP1 HTS inh,RAD54 inh,ARNT TACC3 PPI
CC(C)CC#Cc1ccc([C@@H]2[C@@H](CO)N3C(=O)CN(C(=O)NC4CCCC4)C[C@@H]23)cc1,-0.1,1,/,0.3,0,0,/,/
CC(C)(C)c1ccc(C(=O)Nc2cccc(S(=O)(=O)NC3=NCCC3)c2)cc1,0.1,-6,-11,2.4,-26,2,-9,5
C[C@H](CO)N1C[C@H](C)[C@@H](CN(C)C(=O)Nc2cccc3ccccc23)OCCCC[C@H](C)Oc2ccc(NS(=O)(=O)c3cn(C)cn3)cc2C1=O,0.0&0.0,-26,5&5,-0.3&-0.6,-9&1,/,-10&-2,-4
O=C1N[C@@H](Cc2c[nH]c3ccccc23)COC(=O)[C@@H](Cc2ccc(F)cc2)CC/C=C/C[C@@H]1CC(=O)N(CCO)Cc1ccccc1,0.0,-15,13,0.7,-11,-3,-1,0
Cc1ccc(NS(=O)(=O)c2cc(C(=O)NCc3ccccn3)ccc2Cl)cc1,/,-2,5,0.9,0,-2,1,5
O=C(NCc1ccccn1)[C@@H]1[C@@H](CO)[C@@H]2Cn3c(cccc3=O)[C@H]1N2CC1CCCCC1,0.0,57*,-1,-0.2,30,-2,11,5
CC(=O)N1CC(=O)N2[C@H](CO)[C@H](c3ccc(C#CC(C)C)cc3)[C@@H]2C1,0.0,-3,/,-1.2,6,-2,/,/
C[C@@H]1CN([C@@H](C)CO)S(=O)(=O)c2ccc(-c3cccnc3)cc2O[C@@H]1CN(C)C(=O)c1cccc(F)c1,-0.5,3,-7,0.4,17,-3,-1,-1
CN1C(=O)c2cc(NS(=O)(=O)c3ccc(Cl)cc3)ccc2OC[C@H]2O[C@H](CC(=O)O)CC[C@H]21,0.4,7,-4,-1.8,-2,1,-5,-7
CCc1nc2ccc(C(=O)N3CCN(C(=O)c4ccco4)CC3)cn2c1N(C)C(=O)C1CCCCC1,1.5,6,2,1.9,/,0,-12,/
Cc1ccc(C(=O)OCC(=O)NC2CCCC2)cc1C,0.4,-8,7,/,2,4,-5,-7
CCC(=O)Nc1ccc2c(c1)C(=O)N(C)C[C@H](OC)[C@H](C)CN(C(=O)CC)[C@@H](C)CO2,0.2,-4,3,-1.8,4,-1,-2,-3
Cc1noc(C)c1NC(=O)N[C@H]1C=C[C@@H](CC(=O)Nc2ccc(-c3ccccc3)cc2)O[C@@H]1CO,0.5,5,3,-2.2,2,0,3,-33
CC(C)NC(=O)Nc1ccc2c(c1)C(=O)N([C@H](C)CO)C[C@@H](C)[C@@H](CN(C)C(=O)NC(C)C)OCCCC[C@@H](C)O2,0.1,-11,/,-1.8,1,0,10,-10
C[C@@H]1CCCCO[C@@H](CN(C)CC2CCCCC2)[C@H](C)CN([C@@H](C)CO)C(=O)c2cc(NC(=O)Nc3cccc4ccccc34)ccc2O1,-1.1,-9,0,0.0,-19,-13,2,10
O=C1CCN(C(=O)CSc2ccc(Cl)cc2)N1,0.1,-6,/,-1.1,-5,0,/,3
COC(=O)C[C@H]1C[C@@H]2c3cc(NC(=O)NC4CCCC4)ccc3O[C@@H]2[C@H](CO)O1,0.4,4,-4,-0.4,11,1,1,1
COc1cccc(C(C)NC(=O)c2c(F)cccc2Cl)c1 (configuration not stated),0.3,-5,/,/,17,-1,/,-11
O=C(Nc1ccc(F)cc1)c1cccnc1Oc1ccccc1,0.0,-1,-2,2.1,89*,-4,-1,-3
CO[C@H]1CN(C)C(=O)c2ccc(NC(=O)Nc3ccc(Cl)c(Cl)c3)cc2OC[C@H](C)NC[C@H]1C,0.3&0.0,39,5,/,3&-24,-1,-2,5
COc1ccc(S(=O)(=O)N[C@@H]2CC[C@H](CCn3cc(-c4ccccc4F)nn3)O[C@@H]2CO)cc1,0.0,3,7,-1.2,-24,-1,-3,-3
COc1ccc(CN(C)C[C@@H]2OCCCC[C@H](C)Oc3ccc(NC(=O)NC(C)C)cc3C(=O)N([C@H](C)CO)C[C@H]2C)cc1,0.0,5,-1,3.5,2,-2,1,-2
COc1ccc(CN2CCNC(=O)C2CC(=O)NCc2csc(C(C)C)n2)c(OC)c1 (configuration not stated),0.0,-48,/,2.8,-14,0,/,/
C[C@]12c3[nH]c4ccc(Cl)cc4c3CCN1C(=O)[C@@H](CC(=O)NCc1ccco1)C[C@@H]2C(=O)N1CCOCC1,0.1,-16,-5,-2.8,-15,/,4,2
Cc1cccc(OCCNc2ncccc2[N+](=O)[O-])c1,0.4,-49,74*,-3.8,1,-1,-25,/
C[C@H]1C=C(C(=O)N2CCN(Cc3ccccc3)CC2)O[C@@H](OCc2ccc(CO)cc2)C1,/,1,/,-2.2,/,4,1,-2
O=C1CC(c2ccccc2)CC(O)=C1C=NCc1ccccc1Cl (configuration not stated),/,/,-17,/,-4,/,4,9
O=C(O)c1ccccc1N/C=C\[N+](=O)[O-],0.6,-34,/,0.3,3,-6,/,-2
CN(C)c1ccnc(SCc2ccccc2Cl)c1C#N,/,/,25,/,-10,/,-12,3
O=C(NC(=S)NCc1ccc2c(c1)OCO2)c1ccccc1,-0.1,-18,-5,0.9,-5,3,4,-6
COCC(=O)Nc1ccc2c(c1)C(=O)N(C)[C@@H]1CC[C@H](CC(=O)Nc3ccccc3)O[C@@H]1CO2,0.1,-11,-1,-0.6,-1,-3,5,2
CCOC(=O)Nc1ccc2c(COC(=O)CNS(=O)(=O)c3cccc(Br)c3)cc(=O)oc2c1,-0.1,/,/,/,-17,/,-5,-5
C[C@@H]1CCCCO[C@H](CN(C)C(=O)C2CCCCC2)[C@H](C)CN([C@@H](C)CO)C(=O)c2cc(NC(=O)CCC(F)(F)F)ccc2O1,0.2,6,5,-0.4,-19,0,-11,0
CCCN(C(=O)COc1ccc(Cl)cc1Cl)c1c(N)n(Cc2ccccc2)c(=O)[nH]c1=O,0.0,-8,/,-0.7,-16,1,/,-6
COc1ccc(-c2noc(CCC(=O)N3CCN(c4ccc(Br)cc4)CC3)n2)cc1,0.2,1,-1,-1.6,-10,3,3,-3
NC(=O)CS(=O)(=O)c1nc2ccccc2n1Cc1ccccn1,0.2,5,/,-0.4,5,4,/,34
Cc1oc(-c2ccccc2F)nc1CS(=O)CC(=O)NCc1cccs1 (configuration not stated),0.0,-23,-3,-1.5,0,5,-5,-1
NS(=O)(=O)c1ccc(CCNC(=O)c2cc(=O)[nH]c3ccccc23)cc1,0.0,-7,-5,0.5,0,1,1,-4
CC(C)C(=O)Nc1ccc2c(c1)C(=O)N(C)[C@H]1CC[C@@H](CC(=O)NCc3ccccc3)O[C@H]1CO2,0.2,0,6,1.4,0,-1,10,-5
CCCCC(=O)N(C)c1c(C)nc2ccc(C(=O)Nc3cccc(OC)c3)cn12,0.0,-2,1,-3.5,12,2,3,/
COc1c(OC2OC(C(=O)O)C(O)C(O)C2O)cc(O)c2c(=O)cc(-c3ccccc3)oc12 (configuration not stated),-0.2,-7,11,0.5,1,/,7,15
COc1ccccc1C#Cc1cnc2c(c1)C(=O)N([C@@H](C)CO)C[C@@H](C)[C@@H](CN(C)C(C)=O)O2,-2.1,1,2,0.4,39,8,0,-4
CCN(CC(=O)NCc1cccs1)c1ccc(S(=O)(=O)N2CCN(C)CC2)cn1,/,-16,/,-3.4,18,/,1,-9
COc1ccc(-c2cnc3c(NC=O)cc(-c4ccoc4)cn23)cc1OC,0.0,-14,1,1.8,4,7,2,/
COc1ccc(C(=O)NC(C)c2nnc(SCC(=O)NC3CCCC3)n2C)cc1 (configuration not stated),0.0,-13,4,-2.1,-3,1,-2,4
COc1ccc(N=C2SCC(=O)N2CCc2ccc(OC)c(OC)c2)cc1,0.1,-10,/,-1.2,/,1,/,-3
Cn1nccc1C(=O)Nc1sc2c(c1C(N)=O)CCCC2,0.3,-12,?,0.8,9,5,/,1
COc1cccc(CCNC(=O)C2CCC(=O)N(C3CC3)C2)c1OC (configuration not stated),0.0,3,1,-2.5,23,-1,-1,-8
CO[C@@H]1CN(C)C(=O)c2cc(NC(=O)Nc3cc(F)ccc3F)ccc2OC[C@@H](C)NC[C@H]1C,0.2,-6,3,-0.3,0,-2,6,-1
CCCCS(=O)(=O)N1CCCC(C(=O)N2CCOCC2)C1 (configuration not stated),-0.1,-12,-5,-0.6,3,-1,-7,-1
Cc1cc(Br)cc(Cl)c1OCC(=O)NC(=O)NCc1ccccc1,0.2,-9,-4,-0.9,17,0,/,1
COc1ccccc1N1CCN(/N=C/c2ccc(OC)c(OC)c2OC)CC1,0.7,-5,12,2.4,-11,1,12,14
C[C@@H]1CN([C@H](C)CO)C(=O)c2cc(NC(=O)Nc3ccc(C(F)(F)F)cc3)ccc2O[C@H]1CN(C)C,-1.1,12,-2,-1.1,4,2,7,-4
COc1ccc(NC(=O)c2ccccc2N(Cc2ccccc2)S(C)(=O)=O)cc1OC,0.0,-3,-6,-0.2,28,-2,4,26
CO[C@@H]1CN(C)C(=O)c2cc(NS(=O)(=O)c3ccccc3C)ccc2OC[C@@H](C)NC[C@@H]1C,0.3,-12,0,-1.9,17,3,5,-7
Cc1ccccc1-c1ccc2c(c1)O[C@H](CN(C)C(=O)Nc1ccc(F)cc1)[C@@H](C)CN([C@@H](C)CO)S2(=O)=O,-0.9,/,0,2.4,-9,/,/,/
C[C@@H]1CN([C@@H](C)CO)S(=O)(=O)c2ccc(C#CCC3CCCC3)cc2O[C@H]1CN(C)C(=O)CN(C)C,-0.3,43,-4,-1.4,-13,3,8,5
Cc1noc(C)c1S(=O)(=O)Nc1ccc2c(c1)CC(=O)N([C@H](C)CO)C[C@@H](C)[C@@H](CN(C)C(=O)NC1CCCCC1)O2,0.1,2,0,1.5,1,2,2,3
Cc1ccc(S(=O)(=O)N2CC(=O)Nc3ccccc32)c(C)c1NS(C)(=O)=O,0.1,-6,-4,1.3,4,-5,7,3
CCCN(C)C[C@H]1OCCCC[C@@H](C)Oc2ccc(NS(=O)(=O)c3ccc(C)cc3)cc2C(=O)N([C@@H](C)CO)C[C@H]1C,-0.2,32,/,1.5,-3,2,12,0
C[C@@H]1CCCCO[C@@H](CN(C)Cc2ccc(C(F)(F)F)cc2)[C@H](C)CN([C@H](C)CO)C(=O)c2cc(NS(=O)(=O)c3ccc(Cl)cc3)ccc2O1,0.1,8,-5,-0.6,-20,3,-1,12
O=C(Nc1ccccc1)N1CC(=O)N2[C@@H](CO)[C@H](c3ccc(C#CC4CC4)cc3)[C@@H]2C1,0.2,5,/,1.2,-12,1,/,/
O=C1CCCC(O)=C1N=Nc1ccc(Cl)c(Cl)c1,-0.1,-17,5,/,5,-3,-6,/
